Screens (PubChem BioAssay)
PAFAH1B2 inh: PAFAH1B2 enzyme inhibitors, primary screen, biochemical, fluorescence polarization, human; Platelet-activating factor acetylhydrolase IB subunit alpha2 (Homo sapiens), P68402; inhibition, % at 3.39 µM; 1.2% of 340,000 active; recombinant PAFAH1B2, FP-rhodamine activity probe; AID 492953, 2010;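 active means inhibition above the mean of all tested compounds plus 3 SD, cut at about 24% in these data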;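 further: 0% = enzyme with DMSO and 100% = wells lacking PAFAH1B2; many of its hits are not listed in these tables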
Target sequence (P68402 whole entry, looked up): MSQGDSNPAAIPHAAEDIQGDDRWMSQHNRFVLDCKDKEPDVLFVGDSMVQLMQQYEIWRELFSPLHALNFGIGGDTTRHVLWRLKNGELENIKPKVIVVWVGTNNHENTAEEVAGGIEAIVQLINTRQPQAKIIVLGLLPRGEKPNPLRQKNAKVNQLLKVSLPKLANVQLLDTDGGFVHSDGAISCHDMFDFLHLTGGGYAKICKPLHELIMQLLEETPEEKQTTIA
PAFAH2 FP inh: PAFAH2 enzyme inhibitors, primary screen, biochemical, fluorescence polarization, human; recombinant PAFAH2, FP-rhodamine activity probe; inhibition, % at 3.39 µM; 0.99% of 340,000 active; AID 492956, 2010;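 active means inhibition above the mean over all tested compounds plus 3 SD, cut at about 30% in these data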;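 further: inhibitors block probe labeling of enzyme so polarization drops; 0% = enzyme with DMSO and 100% = wells lacking PAFAH2 protein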
GSTO1 inh: inhibitors of recombinant GSTO1, primary screen, counter-screen for RBBP9 inhibitor project, biochemical, fluorescence polarization. Glutathione S-transferase omega-1 (Homo sapiens), P78417. 1.1% of 300,000 active. inhibition, % at 5.96 µM. activity-based probe fluorescence polarization;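 active means inhibition above the campaign mean inhibition plus 3 SD, cut at about 35% in these data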;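 further: 0% = GSTO1-1 with DMSO and 100% = wells lacking GSTO1-1 enzyme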
Target sequence (P78417 whole entry, looked up): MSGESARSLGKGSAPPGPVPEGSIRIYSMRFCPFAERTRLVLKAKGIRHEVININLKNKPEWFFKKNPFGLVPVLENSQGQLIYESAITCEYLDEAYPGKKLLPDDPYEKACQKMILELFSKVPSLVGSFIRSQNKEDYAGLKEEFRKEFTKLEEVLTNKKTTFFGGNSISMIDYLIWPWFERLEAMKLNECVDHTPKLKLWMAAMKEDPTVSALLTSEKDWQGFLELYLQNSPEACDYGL
pPAFAH FP inh: pPAFAH enzyme inhibitors, primary screen, biochemical, fluorescence polarization, human; Platelet-activating factor acetylhydrolase (Homo sapiens), Q13093; recombinant pPAFAH, FP-rhodamine probe fluorescence polarization; inhibition, % at 3.39 µM; 1.5% of 330,000 active; AID 463082, 2010;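 active means inhibition above the mean inhibition across the screen plus 3 SD, cut at about 25% in these data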;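 further: inhibitors block binding of the rhodamine activity-based probe so polarization drops; 0% = enzyme with DMSO and 100% = wells lacking pPAFAH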
Fam108B counter: mouse Fam108B serine hydrolase inhibitors, primary screen, counter-screen for RBBP9 inhibitor project, biochemical, fluorescence polarization; recombinant Fam108B, FP-Rh probe fluorescence polarization; inhibition, % at 9.51 µM; 0.33% of 300,000 active; AID 1947, 2009;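 active means inhibition above the screen mean inhibition plus 3 SD, computed separately per campaign, cut at about 18% in these data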;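 further: inhibitors lower polarization as less probe binds the enzyme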
PAD4 FP inh: human PAD4 inhibitors, primary screen, biochemical, fluorescence polarization, 1536-well format. Protein-arginine deiminase type-4 (Homo sapiens), Q9UM07. recombinant PAD4, RCA probe fluorescence polarization. inhibition, % at 6.36 µM. 0.41% of 330,000 active. AID 485272, 2010;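 active means percent inhibition above a cutoff equal to the mean of all tested compounds plus 3 SD, cut at about 15% in these data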;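 further: 0% = PAD4 with RCA probe and DMSO and 100% = probe without PAD4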
PAFAH1B3 FP inh: PAFAH1B3 enzyme inhibitors, primary screen, biochemical, fluorescence polarization, human | Platelet-activating factor acetylhydrolase IB subunit alpha1 (Homo sapiens), Q15102 | recombinant PAFAH1B3, FP-rhodamine probe | inhibition, % at 3.39 µM | 0.28% of 340,000 active;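 active means inhibition above the screen-wide average of all tested compounds plus 3 SD, cut at about 25% in these data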;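 further: 0% = enzyme with DMSO only and 100% = wells lacking PAFAH1B3 protein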
Target sequence (Q15102 whole entry, looked up): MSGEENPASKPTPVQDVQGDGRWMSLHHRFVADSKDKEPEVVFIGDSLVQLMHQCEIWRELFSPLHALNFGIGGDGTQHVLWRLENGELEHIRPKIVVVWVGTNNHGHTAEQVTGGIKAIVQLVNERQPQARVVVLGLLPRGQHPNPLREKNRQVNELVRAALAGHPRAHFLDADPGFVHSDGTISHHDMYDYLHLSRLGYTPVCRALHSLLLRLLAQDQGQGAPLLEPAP
LYPLA1 inh: LYPLA1 inhibitors, primary screen, counter-screen for PME1 inhibitor project, biochemical, fluorescence polarization, FP-Rh probe ABPP; Acyl-protein thioesterase 1 (Homo sapiens), O75608; recombinant LYPLA1; inhibition, % at 5.9 µM; 0.16% of 320,000 active;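 active means inhibition above the mean of all tested compounds plus 3 SD, set per campaign, cut at about 14% in these data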;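 further: inhibitors block serine hydrolase probe labeling of LYPLA1 so polarization falls; 0% = enzyme with DMSO and 100% = wells lacking LYPLA1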
Target sequence (O75608 whole entry, looked up): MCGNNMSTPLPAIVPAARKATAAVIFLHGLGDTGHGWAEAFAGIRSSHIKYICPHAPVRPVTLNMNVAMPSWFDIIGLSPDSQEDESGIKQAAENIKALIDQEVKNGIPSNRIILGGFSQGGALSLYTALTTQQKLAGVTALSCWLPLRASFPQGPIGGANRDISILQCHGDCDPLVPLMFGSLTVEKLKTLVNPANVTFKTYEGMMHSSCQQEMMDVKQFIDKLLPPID
PME-1 primary: PME-1 inhibitors via competitive probe labeling, primary screen, biochemical, fluorescence polarization, FP-Rh probe, HTS; inhibition, % at 5.9 µM; recombinant PME-1; Protein phosphatase methylesterase 1 (Homo sapiens), Q9Y570; 0.53% of 320,000 active;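 active means inhibition above the campaign mean of all compounds plus 3 SD, cut at about 26% in these data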;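 further: competitive labeling of PME-1 active site by serine hydrolase directed probe; 0% = PME-1 with DMSO and 100% = wells lacking PME-1 enzyme; inhibitors block probe labeling so polarization falls and inhibition rises; many of its hits are not listed in these tables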
Active calls of the source: *; . = not tested or not shown. Only part of the results is shown. The share of hits here may be higher or lower than overall.

Every second line gives: LYPLA1 inh, PAFAH1B2 inh, Fam108B counter, PME-1 primary, PAFAH1B3 FP inh, PAD4 FP inh, PAFAH2 FP inh, GSTO1 inh, pPAFAH FP inh
1: CCC(C)(C(=O)NC1CCCC1)N(C(C)=O)c1ccc(C)cc1 (centres undefined)
 : -2.8, 1.8, -1.9, 0.3, 0.3, 5.8, 4.9, 3.4, 0.2
2: Cc1cc2oc(=O)cc(CN3CCCCC3)c2cc1O
 : -1.8, 5.0, -4.4, -8.2, 1.5, -4.6, 4.9, 3.1, 3.1
3: CC(NC(=O)CSc1ncccn1)c1ccccc1 (centres undefined)
 : 0.8, 4.6, -0.5, 0.7, -3.8, -1.1, 5.0, 4.2, 0.2
4: CC(C)(C)OC(=O)CC[C@@H](C(=O)NCCCCCCCCCCC(=O)N1CCN(C(=O)OC(C)(C)C)CC1)n1cc(CCCCCNC(=O)OC(C)(C)C)nn1
 : -0.6, 6.9, 1.4, -0.1, 8.1, -5.3, 4.8, 4.8, 9.3
5: CCOC(=O)C1=C(C)NC(=O)NC1
 : -0.3, 8.1, -2.1, 3.7, 0.8, -1.5, 9.6, -4.1, 1.0
6: COc1ccc(/C=C(/CC(=O)NCc2ccc(Cl)cc2)c2nc3ccccc3s2)cc1
 : -0.2, 3.6, -2.3, -6.3, 2.8, -20.0, -3.6, -1.8, 2.7
7: CCc1ccc(NC(=O)CC2C(=O)N(c3ccc(C)cc3)C(=O)N2C2CC2)cc1 (centres undefined)
 : 1.8, 7.1, -2.0, 1.8, 5.9, 4.4, -3.4, 8.1, 2.3
8: O=C(CNC(=O)C1(c2ccccc2)CC1)Nc1ccc(F)c(F)c1
 : -0.9, 3.8, -1.9, 1.8, -4.0, -6.2, 5.2, 5.5, 0.8
9: CCn1nc(NC(C)=O)c2cc3ccc(C)cc3nc21
 : 1.2, 0.1, 0.8, 4.1, -2.3, 5.9, -1.4, -0.4, 5.6
10: Clc1nc(-c2n[nH]nc2Cl)n[nH]1
 : -4.6, 3.6, 2.2, 3.0, -2.5, -1.3, -8.4, 0.7, -1.1
11: Cc1c(-n2c(SCC(C)C)nc3ccccc3c2=O)c(=O)n(-c2ccccc2)n1C
 : -3.5, -0.7, 0.6, -3.4, 1.2, -7.8, -4.8, 4.0, 3.1
12: Cc1ccc(C)c(C(=O)CN2C(=O)CCC2=O)c1
 : 2.9, -3.3, -6.4, -0.8, 8.3, -0.6, 5.1, 8.5, 4.0
13: COc1ccc(C)cc1NC(=O)c1cc2ccccc2cc1OCC(=O)NCc1ccco1
 : -11.3, 0.2, 1.9, 2.8, 1.6, -0.6, 4.3, 6.4, 1.1
14: CCn1c(SCc2ccc(C(=O)Nc3nccs3)cc2)nnc1-c1ccc(N)cc1
 : 3.0, -2.3, 1.6, 2.9, 7.9, 5.6, 0.7, 8.9, -1.1
15: CC(C)(C)c1nnc(NC(=O)CS(=O)(=O)Cc2ccccc2)s1
 : 2.8, 5.9, 1.6, 3.7, 0.0, -5.0, 0.8, 4.7, 4.7
16: O=C(N/N=C/c1ccc(Br)s1)c1cccs1
 : -5.1, ., -1.5, -5.3, ., 0.1, ., -12.8, 6.0
17: O=C(CNc1n[nH]c(=O)[nH]c1=O)N/N=C/C=C/c1ccccc1
 : 1.8, 4.1, 2.7, 2.0, 7.8, 3.6, -1.4, 13.8, -1.1
18: CCC(C)Nc1nc(N)c([N+](=O)[O-])c(NCCO)n1 (centres undefined)
 : 3.6, 4.6, 0.6, 2.0, -2.7, 1.9, -3.4, -6.6, 5.7
19: O=C(COc1ccccc1)NCc1nnc(SCC(=O)Nc2nccs2)n1-c1ccccc1
 : -2.0, 3.3, 1.9, -2.6, 7.2, 1.4, -2.5, 2.5, 11.9
20: CCNC(=O)CSc1nc2ccccc2c(=O)n1OC
 : 2.6, 3.5, 1.6, -2.4, 7.2, 0.6, 3.2, -3.5, -0.3
21: CC(C)CCOP(=O)(c1ccc(N(C)C)cc1)C(O)c1ccccn1 (centres undefined)
 : -1.0, -4.5, 1.8, -1.1, 7.5, -1.1, -1.7, -1.3, -5.2
22: CCCCn1cc(SCC(=O)O)c2ccccc21
 : 0.9, 6.4, 1.1, 1.1, 1.1, -1.9, -5.0, 3.4, 8.7
23: O=C(CCCC(=O)OCC(=O)c1cccs1)Nc1ccc(F)cc1
 : 2.1, 3.6, 1.4, 2.7, 0.6, -4.9, 4.5, 3.5, 8.6
24: CN(C)c1ccc(/C=N/NC(=O)Cn2nnc3ccccc32)cc1
 : 1.0, 2.1, 5.0, 0.9, 1.9, 14.9*, -3.0, 1.4, 4.0
25: COc1cc2c(cc1NC(=S)Nc1cccc(C(F)(F)F)c1)oc1ccccc12
 : -3.9, 9.6, 24.4*, -1.1, 0.9, -2.7, 1.4, -3.3, 3.5
26: Cc1ccccc1NC(=O)c1c(-c2ccccc2)noc1C
 : 2.1, 1.7, -2.3, 2.2, 5.6, 3.8, 2.3, 4.9, 2.3
27: Cc1cc(NC(=O)C2C3C(=O)N(CC4CCCO4)C(C(=O)NCc4ccccc4)C34C=CC2(C)O4)no1 (centres undefined)
 : 1.6, 3.5, -0.4, 2.5, -1.9, -4.5, 1.4, -10.4, 1.6
28: COc1ccc(NC(=O)C(NC(=O)c2ccc(=O)[nH]c2)c2ccc(C)cc2)cc1 (centres undefined)
 : 2.1, 1.2, -2.0, 1.4, -1.0, 0.9, 4.5, 1.2, 1.5
29: CCN(CC(=O)NC(C)(C)C)Cc1cc(=O)n2c(-c3ccccc3)csc2n1
 : -2.8, 1.9, 2.2, -1.3, 1.2, -6.0, 6.5, 9.0, 23.8
30: Cc1ccc(CNC(=O)c2ccc(C)c(S(=O)(=O)N3CCCCC3)c2)cc1
 : -0.1, 3.2, ., 9.8, 4.7, 105.0*, -6.2, ., -3.1
31: Cc1cccc(N2CCN(C(=O)c3ccc4c(c3)NC(=O)C(CSCc3cccc(F)c3)N4)CC2)c1C (centres undefined)
 : -8.7, ., -2.9, -16.4, ., -25.1, ., -14.7, 20.4
32: CC1(C)C2CCC(C2)C1(C)N=C1OC(CCl)CS1 (centres undefined)
 : 1.7, 14.1, -2.1, -2.2, -3.7, -0.1, -3.9, 14.5, 3.6
33: Cc1ccc(OCc2ccc(C(=O)Nc3ccc(C(N)=O)cc3)o2)c([N+](=O)[O-])c1
 : -7.3, -0.6, -9.3, -8.0, 1.7, -2.1, -3.4, -6.8, -2.1
34: O=c1[nH]c(C2CCCN(S(=O)(=O)c3ccccc3)C2)nc2c1nnn2Cc1ccccc1F (centres undefined)
 : 0.3, 7.9, -3.6, 18.2, 7.7, -1.0, 5.1, 17.1, -1.0
35: FC(F)Oc1ccc(NC(=S)NCc2ccco2)cc1Cl
 : -1.9, 2.7, -0.3, 7.6, 11.2, -3.8, -0.1, -9.6, 9.3
36: COc1cc(OC)c(NC(=O)CCCNC(=O)Cn2cnc3sc(C)c(C)c3c2=O)cc1Cl
 : -1.8, 5.3, -0.2, 0.6, 2.6, -3.2, 3.4, -0.9, -0.6
37: Cc1c(NC(=O)COc2c(F)c(F)c(F)c(F)c2F)c(=O)n(-c2ccccc2)n1C
 : -2.4, 4.3, -1.9, -5.6, 1.2, 4.5, 0.3, 0.8, 2.4
38: COc1ccc2cc(CN(C(=O)Nc3ccccc3OC)C3CCCC3)c(=O)[nH]c2c1
 : -0.3, -0.3, 0.5, -1.0, 3.6, -1.8, 0.2, -4.8, 3.6
39: NC(=O)c1ccc(NC(=O)CCCNC(=O)c2ccc(Cl)cc2)cc1
 : -2.6, 3.9, 0.5, 3.1, 4.9, 0.7, -7.1, -3.1, -3.8
40: O=S(=O)(Nc1ccccc1F)c1cccc(NC(=S)NCCN2CCOCC2)c1
 : ., 6.5, ., ., 8.0, 6.0, 9.6, ., 7.3
41: Cc1ccc(S(=O)(=O)N2CC3(C)CN(S(=O)(=O)c4ccc(C)cc4)CC(C)(C2)C3O)cc1 (centres undefined)
 : 2.5, 4.6, -0.8, 0.2, -0.1, -1.0, 1.9, 10.2, 1.2
42: COc1ccccc1C(=O)NC(=O)COC(=O)c1cccc(C)c1O
 : 1.3, 0.6, -0.6, 8.5, 4.0, -2.8, -0.2, -1.5, 3.9
43: O=C(CSc1nc(C2CC2)nc2c1cnn2-c1ccccc1)Nc1c[nH]c(=O)[nH]c1=O
 : -4.0, ., -11.5, -11.3, ., -5.9, ., -14.9, 2.4
44: c1ccc(CSc2nncn2-c2ccccn2)cc1
 : 3.7, 1.1, 0.1, 0.6, 8.6, -1.6, 11.1, 1.0, 3.7
45: O=C(O)C(c1ccccc1)N1C(=O)/C(=C\c2ccc(-c3cccc(Cl)c3)o2)SC1=S (centres undefined)
 : 7.4, 5.2, 4.8, 2.4, 7.3, -10.9, 40.3*, 19.8, 70.4*
46: COc1ccc(-c2nc3c(-c4ccccc4)cnn3cc2C)cc1F
 : -6.0, -1.6, -3.4, -12.2, 1.9, -1.8, -4.9, 12.2, -3.8
47: Cc1cccc(-c2noc(CNC(=O)c3ccc4c(c3)OCO4)n2)c1
 : -2.4, 3.1, -5.4, -3.8, 5.6, 3.1, 7.4, 0.0, 4.2
48: O=C(c1ccc2ccccc2n1)N1CCN(S(=O)(=O)c2ccc(Cl)cc2)CC1
 : ., 27.5*, ., ., 1.7, 1.0, 2.4, ., 0.4
49: Cc1ccnc(NC(=O)c2cc(-c3ccc(Cl)s3)nc3ccccc23)c1
 : -3.1, 2.8, -12.8, -12.4, 2.9, -1.7, -1.8, -11.7, -2.8
50: Cc1onc(-c2ccccc2)c1C(=O)OCC(=O)Nc1ccc(OC(F)(F)F)cc1
 : -12.1, -0.1, ., -20.3, -1.4, 1.9, -11.0, ., -0.5
51: CCC1(C)Cc2c(C#N)c(N)sc(=S)c2CO1 (centres undefined)
 : 1.1, 3.0, 1.6, 4.2, 3.6, 3.1, -2.7, -3.5, 9.1
52: CN(C)C(=O)CS(=O)(=O)c1ccc(Cl)cc1
 : 1.0, 2.6, -1.4, 2.8, 1.7, 3.9, -4.3, 3.4, 6.0
